Assay outcomes as filed in PubChem BioAssay.
SUMO HTRF inh: inhibitors of human SUMOylation (UBC9); HTRF SUMOylation assay, SAE1/SAE2 + UBC9, in vitro; hit rate 0.36% among 290,000; P63279; inhibition, % at 35 µM; in the data active = inhibition above about 50%, passing the limit was not always enough; note: strong numbers were not always called active
Target sequence (P63279 whole entry, looked up): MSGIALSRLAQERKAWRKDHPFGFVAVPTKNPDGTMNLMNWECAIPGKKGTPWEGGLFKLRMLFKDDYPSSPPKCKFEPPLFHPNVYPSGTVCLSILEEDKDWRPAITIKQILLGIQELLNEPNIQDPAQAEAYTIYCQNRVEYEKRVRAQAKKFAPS
GalR3 antagonist: blocks the human galanin receptor 3; HEK293 GalR3-CNG cAMP membrane potential fluorescence; galR3 body fused to GalR1 C-terminus; inhibition, % at 3 µM; hit rate 0.44% among 360,000; AID 651719;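 active = inhibition above the screen-wide average plus 3 SD, cut at about 13% in these data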;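 note: forskolin and galanin both at EC90 stimulate the cells; cAMP rise reported by CNG channel membrane potential dye signal; 0% = forskolin plus galanin with DMSO and 100% = forskolin alone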
Target sequence (O60755 1-299 limits assumed): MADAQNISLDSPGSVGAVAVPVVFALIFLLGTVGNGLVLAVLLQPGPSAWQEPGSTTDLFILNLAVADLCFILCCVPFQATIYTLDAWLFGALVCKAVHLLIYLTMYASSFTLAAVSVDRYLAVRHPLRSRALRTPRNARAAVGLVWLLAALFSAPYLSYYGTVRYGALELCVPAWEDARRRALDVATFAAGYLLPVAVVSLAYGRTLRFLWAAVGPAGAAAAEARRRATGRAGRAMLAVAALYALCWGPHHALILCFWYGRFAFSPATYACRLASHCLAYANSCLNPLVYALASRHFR
MEKK2mut PB1 HTS: signal of MEK5 binding to mutant human MEKK2 PB1 domain | bead flow cytometry, Alexa488-MEK5 binding to MEKK2 mutant | hit rate 0.35% among 290,000 | percent response, % at 10 µM; in the data active = percent response above about 24%, passing the limit was not always enough; note: inactives centre near 1; some results filed as inactive read as strong as hits
MEKK2wt PB1 HTS: raises or lowers MEK5 binding to wildtype human MEKK2 PB1 domain | bead flow cytometry, Alexa488-MEK5 binding to MEKK2 WT; actives lie on both sides | AID 1531 | hit rate 1.1% among 290,000 | Q9Y2U5 | binding response (% of control), % at 10 µM; in the data active = binding response below about 67% or above about 130%
FID counter: fluorescent intercalator displacement, NS3 helicase counter-screen; DNA fluorescent intercalator displacement, fluorescence; inhibition, % at 7.9 µM; hit rate 0.17% among 290,000; AID 1845; in the data active = inhibition above about 37%;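 note: 0% = vehicle and 100% = reference compound; higher means more ethidium bromide displaced from hairpin DNA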
CRFBP-R2 block: blocks CRF-induced signaling of the CRF-BP/CRF-R2 complex | hit rate 0.59% among 350,000 | HEK293 CRF-R2/CRF-BP, CRF-induced calcium fluorescence | inhibition, % at 11.8 µM;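 active = inhibition of the ligand-induced calcium signal above about 50% at the single tested concentration, limit read from the data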
NS3 helicase inh: blocks Hepatitis C virus NS3 helicase unwinding | hit rate 0.56% among 290,000 | NS3 helicase DNA unwinding, Cy5 molecular beacon fluorescence | inhibition, % at 10.9 µM;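 active = inhibition above the mean of all tested compounds plus 3 SD, set per campaign, cut at about 35% in these data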;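 note: 0% = DMSO wells and 100% = thioflavine S control wells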
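Material: hepatitis C virus NS3 helicase domain fragment enzyme; measured by: Cy5 fluorescence, 0 and 60 min reads; control set: DMSO and thioflavine S; incubation: 60 min unwinding reaction at 25 °C after ATP addition; read-out basis: % inhibition from 60/0 min fluorescence ratio, DMSO 0%, thioflavine S 100%; repeats: singlicate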
CRFR2-BP ag: agonists of human CRF-binding protein/CRF-R2 receptor complex; HEK293 CRF-R2/CRF-BP, calcium dye fluorescence (FLIPR); percent of saturating CRF peptide response; activation, % at 13.2 µM; hit rate 0.46% among 350,000; AID 588473;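 active = activation of at least 50%, plus an integration ratio under a set limit after plate pattern correction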;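 note: plate controls were neutral control wells without compound for no effect and CRF at EC100 for full effect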
MEKK3 PB1 HTS: raises or lowers MEK5 binding to the human MEKK3 PB1 domain. bead-based flow cytometry, Alexa488-MEK5 binding to MEKK3; actives lie on both sides; 0 = blocked by unlabeled MEK5, 100 = vehicle. hit rate 1.4% among 290,000. binding response (% of control), % at 10 µM. Q99759;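 active = binding response more than 3 SD above or below the average of its plate-row segment, actives on both sides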;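 note: Alexa488 bead fluorescence after subtracting the streptavidin-only scavenger bead signal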
Target sequence (Q99759 whole entry, looked up, the tested form may be a part): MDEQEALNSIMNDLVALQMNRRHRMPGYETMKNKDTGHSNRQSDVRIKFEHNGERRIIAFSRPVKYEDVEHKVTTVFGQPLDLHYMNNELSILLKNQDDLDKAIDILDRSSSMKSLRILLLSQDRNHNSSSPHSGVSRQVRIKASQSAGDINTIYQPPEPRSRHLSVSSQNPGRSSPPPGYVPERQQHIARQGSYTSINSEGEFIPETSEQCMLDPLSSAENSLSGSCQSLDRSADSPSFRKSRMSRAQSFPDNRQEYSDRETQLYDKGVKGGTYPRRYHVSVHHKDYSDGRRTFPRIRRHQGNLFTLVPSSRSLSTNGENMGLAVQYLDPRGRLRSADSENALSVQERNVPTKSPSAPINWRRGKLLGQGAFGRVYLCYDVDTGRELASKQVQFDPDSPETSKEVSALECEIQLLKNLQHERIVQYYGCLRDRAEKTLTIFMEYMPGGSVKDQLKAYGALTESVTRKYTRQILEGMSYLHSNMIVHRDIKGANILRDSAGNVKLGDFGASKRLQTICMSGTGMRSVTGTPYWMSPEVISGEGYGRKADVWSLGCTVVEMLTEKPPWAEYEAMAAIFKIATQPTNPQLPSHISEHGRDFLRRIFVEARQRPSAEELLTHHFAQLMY
The depositor's hits bear a star.

Cc1ccccc1OCC(=O)Nc1cccc(Cl)c1C was read as SUMO HTRF inh 1, GalR3 antagonist -6, MEKK2mut PB1 HTS 10, MEKK2wt PB1 HTS 103, FID counter -12, CRFBP-R2 block -9, NS3 helicase inh -2, CRFR2-BP ag -1.7 and MEKK3 PB1 HTS 104.
Screening COc1ccc(-c2nn(-c3ccccc3)cc2CNCc2cccnc2)c(F)c1 returned SUMO HTRF inh 12, GalR3 antagonist -6, MEKK2mut PB1 HTS -6, MEKK2wt PB1 HTS 104, FID counter 7, CRFBP-R2 block 32, NS3 helicase inh -19, CRFR2-BP ag -2.1 and MEKK3 PB1 HTS 110.
`O=C(CCC(=O)N1CCN(c2ccccc2)CC1)Nc1nnc(C2CCCCC2)s1` gave SUMO HTRF inh 19, GalR3 antagonist -4, MEKK2mut PB1 HTS 6, MEKK2wt PB1 HTS 102, FID counter -7, CRFBP-R2 block -15, NS3 helicase inh -1, CRFR2-BP ag -3.3 and MEKK3 PB1 HTS 110.
For CC1=CC2=NC(=O)/C(=C\c3ccc(-c4ccc(Cl)cc4)o3)C(=N)N2O1 the results were SUMO HTRF inh 7, GalR3 antagonist 4, MEKK2mut PB1 HTS -2, MEKK2wt PB1 HTS 94, FID counter 2, NS3 helicase inh 5 and MEKK3 PB1 HTS 118.
Screening Cc1onc(-c2c(Cl)cccc2Cl)c1C(=O)c1c[nH]c(C(=O)NCC2CCCO2)c1 (centres undefined) returned SUMO HTRF inh 2, GalR3 antagonist -4, MEKK2mut PB1 HTS -6, MEKK2wt PB1 HTS 84, FID counter -24, CRFBP-R2 block 6, NS3 helicase inh -3, CRFR2-BP ag -2.1 and MEKK3 PB1 HTS 75.
`CCCC(=NCc1ccccc1)C1=C(O)C(C(=O)OC)C(C)(C)CC1=O` (centres undefined) gave SUMO HTRF inh -13, GalR3 antagonist -10, MEKK2mut PB1 HTS 3, MEKK2wt PB1 HTS 103, FID counter -13, CRFBP-R2 block 20, NS3 helicase inh -3, CRFR2-BP ag -0.5 and MEKK3 PB1 HTS 106.
`CN1CCN(c2ccc(Nc3ccnc4cc(Cl)ccc34)cc2)CC1` gave SUMO HTRF inh 10, GalR3 antagonist -13, MEKK2mut PB1 HTS 3, MEKK2wt PB1 HTS 137, FID counter 83*, CRFBP-R2 block 12, NS3 helicase inh 24, CRFR2-BP ag 1.2 and MEKK3 PB1 HTS 107.
COc1ccc(-c2nc3n(c(=O)c2C#N)CCS3)cc1 was read as SUMO HTRF inh 13, GalR3 antagonist 6, MEKK2mut PB1 HTS -6, MEKK2wt PB1 HTS 92, FID counter 0, CRFBP-R2 block -2, NS3 helicase inh 4, CRFR2-BP ag -5.3 and MEKK3 PB1 HTS 99.
Fc1cccc(Nc2ncnc3sc4c(c23)CCC4)c1 was read as SUMO HTRF inh 19, GalR3 antagonist -6, MEKK2mut PB1 HTS -1, MEKK2wt PB1 HTS 96, FID counter -13, CRFBP-R2 block -7, NS3 helicase inh 5, CRFR2-BP ag 0.5 and MEKK3 PB1 HTS 100.
For c1ccc(-c2noc(CSc3nnnn3-c3ccccc3)n2)cc1 the results were SUMO HTRF inh -3, GalR3 antagonist 2, MEKK2mut PB1 HTS 3, MEKK2wt PB1 HTS 96, FID counter -11, CRFBP-R2 block 12, NS3 helicase inh -6, CRFR2-BP ag 1.9 and MEKK3 PB1 HTS 99.
For COc1ccccc1NC(=S)NC1CCCCC1 the results were SUMO HTRF inh 0, GalR3 antagonist -4, MEKK2mut PB1 HTS 1, MEKK2wt PB1 HTS 102, FID counter -1, CRFBP-R2 block 26, NS3 helicase inh -4, CRFR2-BP ag -5.2 and MEKK3 PB1 HTS 101.
For Cc1ccc(N(CC(=O)N/N=C/c2ccc(OC3CSC3)cc2)S(=O)(=O)c2ccccc2)c(C)c1 the results were SUMO HTRF inh -2, GalR3 antagonist 2, MEKK2mut PB1 HTS 8, MEKK2wt PB1 HTS 107, FID counter -1, CRFBP-R2 block -2, NS3 helicase inh -7, CRFR2-BP ag 1.7 and MEKK3 PB1 HTS 99.
CCOc1ccc(N2C(=O)CC(SCc3nc4ccccc4[nH]3)C2=O)cc1 (centres undefined) was read as SUMO HTRF inh 12, GalR3 antagonist -4, MEKK2mut PB1 HTS -9, MEKK2wt PB1 HTS 99, FID counter -23, CRFBP-R2 block 9, NS3 helicase inh 14, CRFR2-BP ag -0.7 and MEKK3 PB1 HTS 101.
Screening CC1=NNC(=O)C1CCC(=O)N/N=C(\C)c1ccccc1 (centres undefined) returned SUMO HTRF inh -3, GalR3 antagonist -2, MEKK2mut PB1 HTS 0, MEKK2wt PB1 HTS 97, FID counter -2, CRFBP-R2 block 25, NS3 helicase inh 0, CRFR2-BP ag -1.1 and MEKK3 PB1 HTS 97.
`CC1CCN(c2nc(N3CCCCC3)nc(N3CCCCC3)n2)CC1` gave SUMO HTRF inh 13, GalR3 antagonist -7, MEKK2mut PB1 HTS 18, MEKK2wt PB1 HTS 110, FID counter 6, CRFBP-R2 block -28, NS3 helicase inh 2, CRFR2-BP ag 0.0 and MEKK3 PB1 HTS 107.

Reprinted from the part before: 2 compounds, then new ones.
Screening CC1=NNC(=O)C1CCC(=O)N/N=C(\C)c1ccccc1 (centres undefined) returned SUMO HTRF inh -3, GalR3 antagonist -2, MEKK2mut PB1 HTS 0, MEKK2wt PB1 HTS 97, FID counter -2, CRFBP-R2 block 25, NS3 helicase inh 0, CRFR2-BP ag -1.1 and MEKK3 PB1 HTS 97.
`CC1CCN(c2nc(N3CCCCC3)nc(N3CCCCC3)n2)CC1` gave SUMO HTRF inh 13, GalR3 antagonist -7, MEKK2mut PB1 HTS 18, MEKK2wt PB1 HTS 110, FID counter 6, CRFBP-R2 block -28, NS3 helicase inh 2, CRFR2-BP ag 0.0 and MEKK3 PB1 HTS 107.
`COC(=O)/C=C/c1c(C)nc(NCc2ccccc2)nc1Cl` gave SUMO HTRF inh 4, GalR3 antagonist -10, MEKK2mut PB1 HTS 2, MEKK2wt PB1 HTS 104, FID counter -16, CRFBP-R2 block -16, NS3 helicase inh -5, CRFR2-BP ag 0.9 and MEKK3 PB1 HTS 106.
For Cc1cc(Nc2cccc([N+](=O)[O-])c2)c2ccccc2n1 the results were SUMO HTRF inh 4, GalR3 antagonist -2, MEKK2mut PB1 HTS -5, MEKK2wt PB1 HTS 100, FID counter 22, CRFBP-R2 block 14, NS3 helicase inh -2, CRFR2-BP ag -2.1 and MEKK3 PB1 HTS 101.
O=C(CCSc1nccn1Cc1ccccc1)N1CCOCC1 was read as SUMO HTRF inh 2, GalR3 antagonist -3, MEKK2mut PB1 HTS 6, MEKK2wt PB1 HTS 108, FID counter 0, CRFBP-R2 block 11, NS3 helicase inh 5, CRFR2-BP ag 1.2 and MEKK3 PB1 HTS 109.
COc1ccc(NC(=O)CSc2nc3ncccc3[nH]2)cc1OC was read as SUMO HTRF inh 26, GalR3 antagonist 1, MEKK2mut PB1 HTS 4, MEKK2wt PB1 HTS 101, FID counter -1, CRFBP-R2 block 6, NS3 helicase inh 1, CRFR2-BP ag -1.2 and MEKK3 PB1 HTS 103.
Screening Cc1ccc(/C=C/C(=O)CCC(=O)O)cc1 returned SUMO HTRF inh 16, GalR3 antagonist -6, MEKK2mut PB1 HTS -2, MEKK2wt PB1 HTS 98, FID counter -8, CRFBP-R2 block 0, NS3 helicase inh 15, CRFR2-BP ag 0.5 and MEKK3 PB1 HTS 104.
`CCCOc1cccc(-c2cc(C(=O)NN)c3ccccc3n2)c1` gave SUMO HTRF inh 9, GalR3 antagonist 7, MEKK2mut PB1 HTS 1, MEKK2wt PB1 HTS 105, FID counter -4, CRFBP-R2 block -13, NS3 helicase inh 6, CRFR2-BP ag -2.7 and MEKK3 PB1 HTS 106.
O=C(O)CCC(=O)Nc1ccc(Br)cc1C(=O)c1ccccc1 was read as SUMO HTRF inh 27, GalR3 antagonist -7, MEKK2mut PB1 HTS 6, MEKK2wt PB1 HTS 102, FID counter -9, CRFBP-R2 block -17, NS3 helicase inh 10, CRFR2-BP ag 1.1 and MEKK3 PB1 HTS 106.
For CCC(=O)NC(c1ccccc1)c1c(O)ccc2ccccc12 (centres undefined) the results were SUMO HTRF inh -4, GalR3 antagonist -12, MEKK2mut PB1 HTS 0, MEKK2wt PB1 HTS 97, FID counter -9, CRFBP-R2 block -6, NS3 helicase inh 10, CRFR2-BP ag -7.2 and MEKK3 PB1 HTS 100.
`Cc1cccc(NC(=S)NC(=O)c2cc(-c3ccccc3)nc3ccccc23)c1` gave SUMO HTRF inh 17, GalR3 antagonist 4, MEKK2mut PB1 HTS 4, MEKK2wt PB1 HTS 104, FID counter -5, CRFBP-R2 block 4, NS3 helicase inh 3, CRFR2-BP ag 1.7 and MEKK3 PB1 HTS 114.
O=C(O)COc1ccccc1Cc1ccccc1 was read as SUMO HTRF inh 24, GalR3 antagonist -4, MEKK2mut PB1 HTS 5, MEKK2wt PB1 HTS 103, FID counter -1, CRFBP-R2 block 0, NS3 helicase inh 8, CRFR2-BP ag 0.9 and MEKK3 PB1 HTS 102.
`O=C1C2Sc3[nH]c(=O)sc3C(c3ccccc3)C2C(=O)N1c1ccccc1` (centres undefined) gave SUMO HTRF inh 2, GalR3 antagonist -4, MEKK2mut PB1 HTS 5, MEKK2wt PB1 HTS 104, FID counter -12, CRFBP-R2 block 12, NS3 helicase inh 9, CRFR2-BP ag -1.5 and MEKK3 PB1 HTS 101.
Screening O=C(CSc1c2c(nc3cc(Cl)ccc13)CCCC2)NCc1ccco1 returned SUMO HTRF inh 1, GalR3 antagonist -5, MEKK2mut PB1 HTS -1, MEKK2wt PB1 HTS 90, FID counter -13, CRFBP-R2 block 12, NS3 helicase inh -7, CRFR2-BP ag -3.6 and MEKK3 PB1 HTS 97.
Fc1ccc(-c2oncc2-c2nnnn2-c2ccccc2)cc1F was read as SUMO HTRF inh 9, GalR3 antagonist -3, MEKK2mut PB1 HTS 4, MEKK2wt PB1 HTS 100, FID counter -4, CRFBP-R2 block 2, NS3 helicase inh 4, CRFR2-BP ag 0.0 and MEKK3 PB1 HTS 94.
Screening CCCCCCn1c(CN2CCC(C)CC2)nc2c1c(=O)n(C)c(=O)n2C returned SUMO HTRF inh -8, GalR3 antagonist -9, MEKK2mut PB1 HTS 0, MEKK2wt PB1 HTS 95, FID counter -3, CRFBP-R2 block -4, NS3 helicase inh 8, CRFR2-BP ag -1.2 and MEKK3 PB1 HTS 95.
`CC(C(=O)N1CCCc2ccccc21)N1C(=O)c2ccccc2C1=O` (centres undefined) gave SUMO HTRF inh 13, GalR3 antagonist -1, MEKK2mut PB1 HTS 3, MEKK2wt PB1 HTS 109, FID counter -15, CRFBP-R2 block 12, NS3 helicase inh 6, CRFR2-BP ag -1.4 and MEKK3 PB1 HTS 97.
`CCC(=O)N1CCN=C1SCc1cccc(F)c1` gave SUMO HTRF inh 13, GalR3 antagonist -2, MEKK2mut PB1 HTS 10, MEKK2wt PB1 HTS 108, FID counter -5, CRFBP-R2 block 9, NS3 helicase inh 2, CRFR2-BP ag -0.8 and MEKK3 PB1 HTS 105.
Screening CC(C)c1ccc(/C=C(\NC(=O)c2ccccc2)C(=O)NCCCN2CCOCC2)cc1 returned SUMO HTRF inh 7, GalR3 antagonist -2, MEKK2mut PB1 HTS 1, MEKK2wt PB1 HTS 101, FID counter 14, CRFBP-R2 block 16, NS3 helicase inh -46, CRFR2-BP ag 0.1 and MEKK3 PB1 HTS 97.

A portion of the library, so the mix of outcomes need not match the whole.
